Screening results: PubChem, Broad Institute
RAD54 branch = RAD54 (human) branch migration inhibition; Q92698; RAD54 Holliday junction branch migration, FAM/BHQ fluorescence; inhibition, % at 10.4 µM; 0.14% of 360,000 active;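 active means mean normalized replicate activity at least 40 and at least half of replicates scoring 40 or more; inconclusive means only one of the two criteria met; inactive means mean below 40 and under half of replicates reaching 40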;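 further: 0% = median of neutral control wells and 100% = median of positive control wells; inhibitors cause a drop in the FAM fluorescence signal; in these data hits start at about 50%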
CFTR F508del cor = CFTR F508del correction in bronchial cells | CFBE cells, YFP halide quenching; stimulated with forskolin plus potentiator P3; % fluorescence drop versus neutral controls | activity (quench increase), % at 7.58 µM | 0.36% of 350,000 active | AID 720511;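 active means mean added fluorescence quench of at least 8% versus neutral control, with both replicates also reaching 8%; inconclusive means only one of the mean or replicate conditions met; inactive means mean below 8% and not both replicates reaching 8%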;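 further: cells transiently co-express mutant CFTR-F508del with the halide-sensitive YFP; corrector assay measuring rescue of mutant channel to the surface after 24 h compound exposure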
E-sel inducer = induces E-selectin expression in human endothelial cells | P16581 | HUVEC E-selectin immunofluorescence imaging; normalized: neutral wells 0, TNF-alpha wells 100 | activation, % at 7.58 µM | 0.37% of 260,000 active | AID 686992;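 active means mean E-selectin-positive cell signal at least 10% of the positive control, reached in at least 60% of replicates, without over 20% cell loss; inconclusive means no rule given, readout overlaps actives, possibly toxicity-flagged; inactive means the rest, including those meeting only one limit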;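 further: in these data hits start at about 27%; measured in HUVEC primary endothelial cells; signal is the percent of cells scored E-selectin positive by PE staining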
Target sequence (P16581 whole entry, looked up): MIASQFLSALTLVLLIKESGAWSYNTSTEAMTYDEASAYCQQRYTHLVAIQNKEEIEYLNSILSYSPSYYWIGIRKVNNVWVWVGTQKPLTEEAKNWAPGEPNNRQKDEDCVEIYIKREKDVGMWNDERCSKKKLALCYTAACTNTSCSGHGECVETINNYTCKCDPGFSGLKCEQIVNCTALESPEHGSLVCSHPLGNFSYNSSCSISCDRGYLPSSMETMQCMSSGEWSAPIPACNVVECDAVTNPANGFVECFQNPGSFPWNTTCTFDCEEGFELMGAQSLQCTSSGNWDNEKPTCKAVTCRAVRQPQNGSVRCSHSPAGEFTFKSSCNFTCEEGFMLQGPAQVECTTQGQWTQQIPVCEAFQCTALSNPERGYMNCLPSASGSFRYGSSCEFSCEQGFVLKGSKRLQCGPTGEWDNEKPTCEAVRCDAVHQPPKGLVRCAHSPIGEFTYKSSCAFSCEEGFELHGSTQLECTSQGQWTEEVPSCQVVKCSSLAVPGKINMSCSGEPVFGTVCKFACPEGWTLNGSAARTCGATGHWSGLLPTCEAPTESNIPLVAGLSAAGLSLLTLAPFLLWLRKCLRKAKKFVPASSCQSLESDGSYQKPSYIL
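Material: HUVEC primary endothelial cells; Amount: 3,000 cells per well; Dosing: single concentration; Medium: EGM-2 growth medium on 0.1% gelatin-coated wells; Read-out basis: percent E-selectin-positive cells; Signal: immunofluorescence imaging; Control set: TNF-alpha, DMSO.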
XiGFP reactiv = reactivates the inactive X chromosome in mouse fibroblasts | AID 743238 | activation, % at 7.58 µM | 0.055% of 360,000 active | XiGFP mouse fibroblasts, % GFP-positive cells imaging, 3 d; cells co-treated with 5-aza-dC sensitizer; scaled so ellipticine positive control = 100%;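 active means mean normalized replicate activation at least 10% and every replicate at or above 10%; inconclusive means only one of the two criteria met; inactive means mean below 10% and not all replicates reach 10%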;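 further: 0% = median of on-plate neutral control wells and 100% = ellipticine 6 µM median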
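Assay system: SV40-immortalized XiGFP fibroblast cells, line 68-5-11; buffer or medium: DMEM plus 5-aza-dC sensitizer; compound: one concentration, pinned; timing: compounds 3 days, fix/stain 15 min at room temperature; benchmarks: positive control ellipticine, 6 µM final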
CASP6 VEID inh = inhibitors of human caspase-6; purified caspase-6, Z-VEID-R110 cleavage fluorescence; inhibition, % at 12.5 µM; 0.53% of 350,000 active; AID 686996;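 active means mean inhibition across replicates at least about 35%, with every replicate also reaching that limit, limit read from the data; inconclusive means only one of the two criteria met; inactive means neither criterion met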;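 further: 0% = median of neutral control wells and 100% = no fluorescence left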
RAD52 inh = blocks human RAD52 DNA annealing | P43351 | recombinant RAD52 DNA annealing, FRET fluorescence | inhibition, % at 18.7 µM | 0.46% of 360,000 active | AID 651710;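 active means every replicate showing at least 50% inhibition; inconclusive means mean inhibition at least 50% but not in every replicate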
Target sequence (P43351 whole entry, looked up): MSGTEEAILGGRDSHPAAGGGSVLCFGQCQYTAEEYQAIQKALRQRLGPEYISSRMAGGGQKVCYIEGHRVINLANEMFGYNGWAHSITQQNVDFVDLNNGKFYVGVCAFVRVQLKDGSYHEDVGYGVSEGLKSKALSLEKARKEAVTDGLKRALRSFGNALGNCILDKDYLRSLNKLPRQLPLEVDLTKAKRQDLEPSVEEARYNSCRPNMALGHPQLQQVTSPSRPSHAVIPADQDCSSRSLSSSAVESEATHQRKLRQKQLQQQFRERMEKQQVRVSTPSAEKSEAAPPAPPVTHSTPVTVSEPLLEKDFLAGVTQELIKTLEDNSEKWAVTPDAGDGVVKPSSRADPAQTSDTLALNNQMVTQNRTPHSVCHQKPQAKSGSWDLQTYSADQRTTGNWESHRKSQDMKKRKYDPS
INS-1E GSIS act = GLuc luminescence reporter in INS-1E cells, primary screen for activators of glucose-dependent secretion of insulin; INS-1E GLuc reporter insulin secretion, 2-3 h; activation, % at 16.6 µM; 0.61% of 370,000 active;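 active means lowest replicate activation of at least 40%, so every replicate reaches that level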;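 further: 0% = median of neutral control wells and 100% = median of IBMX positive control wells; some compounds called inactive have numbers as strong as hits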
DENV2 CPE rescue = DENV2-induced cell death inhibition; DENV2-infected cells, cytopathic effect rescue, plate reader; CPE inhibition, % at 9.99 µM; 1.7% of 350,000 active; in the data active means CPE inhibition above about 20%, passing the limit was not always enough; inconclusive means no clear call, values can overlap the other calls; tested in BHK-21 cells;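 further: 0% = median of neutral control wells and 100% = median of positive control wells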
Starred values were filed as active, the others as inactive; i = inactive; ? = inconclusive; . = not tested or not shown.

[1] O=C(Cc1csc(N2CCOCC2)n1)N/N=C/c1ccc(O)c(O)c1O
[2] C[C@@H]1CCCCO[C@H](CN(C)C(=O)C2CCCCC2)[C@H](C)CN([C@H](C)CO)C(=O)c2cc(NC(=O)C3CCCCC3)ccc2O1
[3] Cc1cc(C)nc(NS(=O)(=O)c2ccc(NC(=O)C3(c4ccc([N+](=O)[O-])cc4)CCCC3)cc2)n1
[4] O=C(CCNS(=O)(=O)c1ccc(Cl)cc1)NCc1cccs1
[5] C[C@H]1CN([C@@H](C)CO)C(=O)c2ccccc2-c2ccccc2CO[C@@H]1CN(C)S(=O)(=O)c1cccc(C#N)c1

assay / compound	1	2	3	4	5
RAD54 branch	0	-4	1	4	-1
CFTR F508del cor	-3.0	0.6	.	-1.6	1.3
E-sel inducer	2.4	0.2	0.1	.	-0.3
XiGFP reactiv	-0.1	-0.2	0.5	0.2	0.1
CASP6 VEID inh	19	-2	.	4	-2
RAD52 inh	-19	22	.	-1	-2
INS-1E GSIS act	7	-29	6	15	14
DENV2 CPE rescue	1	-3	.	0	?

[6] O=C(NC[C@@H]1CC[C@@H]2[C@@H](CN2Cc2cccc(Cl)c2)O1)C1CCOCC1
[7] CN(C)C(CNC(=O)c1ccc2[nH]c(=O)c(=O)[nH]c2c1)c1ccco1 (configuration not stated)
[8] O=C(O)c1ccc(Cl)c(S(=O)(=O)NC(Cc2c[nH]c3ccccc23)C(=O)O)c1 (configuration not stated)
[9] CC1(c2nnc(-c3ccc(F)cc3)o2)CC(c2c(Cl)cccc2Cl)=NO1 (configuration not stated)
[10] CC(C)C(C(=O)Nc1nccs1)c1ccc(Cl)cc1 (configuration not stated)

assay / compound	6	7	8	9	10
RAD54 branch	.	-1	12	6	0
CFTR F508del cor	-1.6	-2.5	1.5	0.4	3.6
E-sel inducer	.	-0.2	8.4	-0.1	.
XiGFP reactiv	.	0.0	0.0	0.0	0.0
CASP6 VEID inh	1	1	17	0	-2
RAD52 inh	-4	-16	-21	-6	-11
INS-1E GSIS act	.	11	2	0	10
DENV2 CPE rescue	17	12	?	-9	2

[11] N#Cc1c(C(F)(F)F)cc(-c2ccc(F)cc2)[nH]c1=O
[12] Cc1ccc(-n2c(-c3cc(-c4ccco4)[nH]n3)n[nH]c2=S)c(Br)c1
[13] O=C(NNS(=O)(=O)c1ccccc1[N+](=O)[O-])c1ccc(F)cc1
[14] CCCc1cc(=O)[nH]c2nnc(SCC(=O)NCc3ccc4c(c3)OCO4)n12
[15] CC(C)NC(=O)N1CC(c2ccccc2)C(c2ccc(Cl)cc2)=N1 (configuration not stated)

assay / compound	11	12	13	14	15
RAD54 branch	.	.	.	-5	3
CFTR F508del cor	1.0	-0.6	-0.1	0.2	-0.2
E-sel inducer	.	.	.	-1.3	-1.9
XiGFP reactiv	0.0	0.0	0.1	0.0	0.0
CASP6 VEID inh	0	1	-2	0	1
RAD52 inh	-8	-27	-12	-4	97*
INS-1E GSIS act	-23	4	-6	15	-9
DENV2 CPE rescue	.	15	-2	-10	1

[16] O=C(O)Cc1ccc2c(c1)Cc1cccnc1O2
[17] CC(C)NC(=O)Nc1ccc2c(c1)C(=O)N([C@H](C)CO)C[C@@H](C)[C@@H](CN(C)Cc1ccc(Cl)c(Cl)c1)O2
[18] C[C@@H]1CCCCO[C@@H](CN(C)Cc2ccncc2)[C@@H](C)CN([C@H](C)CO)C(=O)c2cc(NC(=O)C3CCCCC3)ccc2O1
[19] NC(=O)c1ccc(Oc2ccc(C(N)=O)cc2)cc1
[20] CCCCNC(=O)c1nc(C2CCN(S(=O)(=O)c3ccc(Cl)cc3)CC2)oc1-c1ccccc1

assay / compound	16	17	18	19	20
RAD54 branch	21	-6	-11	5	.
CFTR F508del cor	5.6	0.8	2.2	-0.7	-3.1
E-sel inducer	.	-2.9	0.0	3.2	0.0
XiGFP reactiv	0.1	-0.2	0.3	0.0	0.3
CASP6 VEID inh	5	-1	-3	0	-2
RAD52 inh	-7	-7	-3	-15	-6
INS-1E GSIS act	12	-11	0	12	.
DENV2 CPE rescue	-6	-1	-2	3	9

The list goes on (3 carried over from the part before).
[18] C[C@@H]1CCCCO[C@@H](CN(C)Cc2ccncc2)[C@@H](C)CN([C@H](C)CO)C(=O)c2cc(NC(=O)C3CCCCC3)ccc2O1
[19] NC(=O)c1ccc(Oc2ccc(C(N)=O)cc2)cc1
[20] CCCCNC(=O)c1nc(C2CCN(S(=O)(=O)c3ccc(Cl)cc3)CC2)oc1-c1ccccc1
[21] CCCCCCSc1ccc([C@@H]2[C@H]3C(=O)N(CC)C(=O)[C@H]3[C@]3(C(=O)OC)CCCCN23)cc1
[22] CCC(=O)N1c2ccc(S(=O)(=O)NCc3ccccc3)cc2CC1C (configuration not stated)
[23] O=C(CNc1ccccc1F)N/N=C/C1CC=CCC1 (configuration not stated)
[24] CNC(=S)N1CCN(c2ccc(Cl)c(Cl)c2)CC1
[25] O=C1CS(=O)(=O)N(Cc2ccc(F)cc2)c2ccccc21

assay / compound	18	19	20	21	22	23	24	25
RAD54 branch	-11	5	.	-14	-8	.	.	5
CFTR F508del cor	2.2	-0.7	-3.1	0.3	-0.7	-1.4	1.7	3.5
E-sel inducer	0.0	3.2	0.0	-0.3	.	.	13	-0.4
XiGFP reactiv	0.3	0.0	0.3	0.0	0.4	-0.1	0.0	-0.1
CASP6 VEID inh	-3	0	-2	4	2	.	-3	-1
RAD52 inh	-3	-15	-6	-77	-10	-16	-16	-24
INS-1E GSIS act	0	12	.	.	25	-17	-26	-3
DENV2 CPE rescue	-2	3	9	6	-3	2	5	3

[26] CCSc1ccc(-c2cc(NC=O)c3ncc(-c4cc(OC)c(OC)c(OC)c4)n3c2)cc1
[27] O=C(Nc1cc(F)ccc1F)N1CCCCN2[C@H](CO)[C@@H](c3ccc(-c4cccnc4)cc3)[C@H]2C1
[28] CS(=O)(=O)N1CCC(C(=O)Nc2ccc(F)c(Cl)c2)CC1
[29] CO[C@@H]1CN(C)C(=O)c2cc(NC(=O)C3CCCC3)ccc2OC[C@@H](C)N(C)C[C@H]1C
[30] COCC(=O)Nc1ccc2c(c1)C(=O)N(C)C[C@H](OC)[C@@H](C)CN(C(=O)Cc1ccccn1)[C@@H](C)CO2

assay / compound	26	27	28	29	30
RAD54 branch	7	-10	-3	10	-7
CFTR F508del cor	-0.6	-1.1	0.2	-0.3	-3.1
E-sel inducer	-0.2	-0.3	.	0.2	0.1
XiGFP reactiv	-0.1	0.1	0.0	0.2	0.3
CASP6 VEID inh	1	-6	0	-1	-1
RAD52 inh	-15	6	-12	5	-17
INS-1E GSIS act	-18	-10	-9	-1	25
DENV2 CPE rescue	-7	-6	-6	-5	-6

[31] CC(C)CC#Cc1ccc([C@H]2[C@@H](CO)N3C(=O)CN(C(=O)c4ccccn4)C[C@@H]23)cc1
[32] CO[C@H]1CN(C)C(=O)c2ccc(NC(=O)c3ccno3)cc2OC[C@H](C)NC[C@@H]1C
[33] Cc1ccc(C(=O)NCCC(=O)N2CCC3(CC2)NCCc2[nH]cnc23)cc1
[34] C[C@@H]1CN([C@H](C)CO)C(=O)c2cc(NC(=O)Cc3cn(C)c4ccccc34)ccc2O[C@H]1CN(C)S(=O)(=O)c1cn(C)cn1
[35] O=C(COC(=O)c1c(Cl)cccc1Cl)NC1CCCCCCC1

assay / compound	31	32	33	34	35
RAD54 branch	.	-16	.	7	1
CFTR F508del cor	-1.3	1.6	0.2	1.3	0.3
E-sel inducer	-0.2	-0.4	-0.7	.	.
XiGFP reactiv	0.0	0.2	0.2	0.2	-0.1
CASP6 VEID inh	0	0	-3	-1	-1
RAD52 inh	3	i	-2	13	-6
INS-1E GSIS act	-14	5	1	3	-19
DENV2 CPE rescue	3	3	6	3	-5

[36] Cc1ccccc1N1CCN(C2CCCN(C(=O)c3cn4c(C)cccc4n3)C2)CC1 (configuration not stated)
[37] COc1ccc(-c2cc(C(=O)NCc3ccco3)c3ccccc3n2)c(OC)c1
[38] O=C(O)c1ccc(NC(=S)NC(=O)c2ccc(-c3ccccc3)cc2)cc1
[39] Cc1ccc(S(=O)(=O)N2C[C@@H](C)[C@]3(C2)[C@H](O)[C@H](OC(=O)NCc2ccco2)C[C@H]2C(=O)N(c4ccccc4)C(=O)[C@H]23)cc1
[40] O=C(/C=C/c1ccc(F)cc1)NCCc1ccc2c(c1)OCCO2

assay / compound	36	37	38	39	40
RAD54 branch	-3	-4	.	-7	-9
CFTR F508del cor	1.5	0.6	2.3	-4.4	-3.1
E-sel inducer	.	2.7	0.2	-0.7	.
XiGFP reactiv	-0.1	0.0	0.0	-0.1	0.0
CASP6 VEID inh	-1	3	.	3	-2
RAD52 inh	-17	-38	-29	-26	-9
INS-1E GSIS act	-11	2	-1	-4	1
DENV2 CPE rescue	3	3	-1	-8	-1

[41] COc1cc(C(C(=O)NC(C)(C)C)N(C(=O)CNC(=O)c2cccs2)c2cccnc2)cc(OC)c1OC (configuration not stated)
[42] CCOC1=C2[C@@H](CN(S(=O)(=O)c3ccc(C)cc3)[C@H]2c2cccs2)[C@H]2C(=O)N(c3ccccc3)C(=O)[C@H]2C1
[43] Cc1c(Cl)cccc1NC(=S)NCc1cccs1
[44] COc1ccc(-c2ccc([C@@H]3[C@@H](CO)N4C(=O)CN(C(=O)C5CCC5)C[C@H]34)cc2)cc1
[45] O=C(NC1CCCC1)N1CCCCN2[C@H](C1)[C@H](c1ccc(-c3ccccc3)cc1)[C@@H]2CO

assay / compound	41	42	43	44	45
RAD54 branch	11	0	.	.	-1
CFTR F508del cor	-1.5	1.1	.	0.8	-1.5
E-sel inducer	.	0.0	-0.6	0.0	-0.3
XiGFP reactiv	0.0	-0.2	0.0	0.1	0.5
CASP6 VEID inh	0	0	-2	0	5
RAD52 inh	-11	-11	-6	11	-6
INS-1E GSIS act	-1	1	-8	-3	-23
DENV2 CPE rescue	-2	12	11	14	6

Entries of single compounds, looked up by structure. Order of values: RAD54 branch, CFTR F508del cor, E-sel inducer, XiGFP reactiv, CASP6 VEID inh, RAD52 inh, INS-1E GSIS act, DENV2 CPE rescue
COc1ccc(-c2ccc([C@@H]3[C@@H](CO)N4C(=O)CN(C(=O)C5CCC5)C[C@H]34)cc2)cc1 in the list: ., 0.8, 0.0, 0.1, 0, 11, -3, 14
O=C(NC1CCCC1)N1CCCCN2[C@H](C1)[C@H](c1ccc(-c3ccccc3)cc1)[C@@H]2CO in the list: -1, -1.5, -0.3, 0.5, 5, -6, -23, 6

Additional records:
[46] O=C(NCc1cn2ccsc2n1)c1c(F)cccc1Cl
[47] CN(N=Cc1ccccc1O)c1ccc2ccccc2n1
[48] CC(=O)Nc1nc(-c2ccc3c(c2)CCO3)cs1
[49] O=C(CSc1nnc(CNC(=O)c2ccco2)o1)Nc1ccccc1C(F)(F)F

assay / compound	46	47	48	49
RAD54 branch	2	2	.	.
CFTR F508del cor	3.3	-2.2	-0.7	-0.9
E-sel inducer	0.2	-1.6	-0.1	2.0
XiGFP reactiv	-0.1	0.3	0.5	0.0
CASP6 VEID inh	-1	-5	-4	3
RAD52 inh	1	-2	2	-14
INS-1E GSIS act	.	.	4	13
DENV2 CPE rescue	-3	2	1	11
